Compound activity as filed in PubChem BioAssay.
NRP1-CendR mod: alters CendR peptide binding to human NRP-1; O14786; FAM-RPARPAR peptide binding to NRP-1, fluorescence polarization; inhibition, % at 25 µM; 360,000 tested, 0.85% active; AID 602438;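 active means inhibition or corrected inhibition above about 18%, plus a signal ratio from 0.5 to 1.5, limit read from the data, passing the limit was not always enough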; further: strong numbers were not always called active
Neddyl block: blocks human cullin neddylation. P61081+Q13564. TR-FRET cullin neddylation, biochemical. calls only at 25 µM. 360,000 tested, 0.58% active; in the data active means inhibition above about 36%
MLLE-PAM2 inh: inhibitors of microRNA-mediated deadenylation, human PABP1 MLLE binding | P11940 | GST-MLLE / FITC-PAM2 fluorescence polarization | inhibition, % at 20 µM | 360,000 tested, 0.36% active; in the data active means inhibition above about 35%, passing the limit was not always enough;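 further: plate controls were DMSO wells with GST-MLLE for no effect and wells lacking GST-MLLE protein for full effect; some results filed as inactive read as strong as hits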
SKN-1 inh: C. elegans SKN-1 inhibition. C. elegans VP596 Pgst-4::GFP/RFP ratio, acrylamide-induced, 24 h. inhibition, % at 21.8 µM. 360,000 tested, 0.49% active;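 active means interference check ratio from 0.5 to 1.5 plus GFP to RFP signal ratio inhibition reaching or exceeding a fixed threshold, cut at about 30% in these data, passing the limit was not always enough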; further: some compounds called inactive have numbers as strong as hits
Rin1 Abl inh: human Rin1-Abl interaction inhibition. TR-FRET Rin1/Abl binding, biochemical. inhibition, % at 7.35 µM. 360,000 tested, 0.4% active. AID 588664; in the data active means inhibition above about 5%, passing the limit was not always enough
FAS-TE inh: inhibitors of human fatty acid synthase thioesterase domain; recombinant FAS-TE, OMFH fluorogenic substrate, fluorescence endpoint; inhibition, % at 15 µM; 360,000 tested, 0.67% active;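 active means compounds whose normalised, plate-corrected inhibition of enzyme fluorescence in the single-dose primary screen is 50% or more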;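 further: 0% = DMSO with enzyme and 100% = substrate without enzyme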
MsrA act: activates bovine MsrA enzyme; purified bovine MsrA, absorbance read-out; activation, % at 10.6 µM; 360,000 tested, 0.3% active; in the data active means activation above about 7.5%;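 further: 0% = vehicle and 100% = reference activator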
E coli Lon inh: inhibits E. coli Lon protease; P0A9M0; purified E. coli Lon protease, fluorescence polarization; inhibition, % at 7.94 µM; 360,000 tested, 0.42% active; in the data active means inhibition above about 13%, passing the limit was not always enough;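 further: 0% = enzyme with probe and DMSO and 100% = no enzyme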
MT1-MMP act inh: inhibitors of human MT1-MMP activation | P50281 | HT1080 RFP-PRO-GFP cells, GFP/RFP ratio fluorescence, overnight; percent of plate control window, DMSO zero | GFP/RFP ratio change, % at 20 µM | 360,000 tested, 0.061% active | AID 651647;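 active means GFP/RFP ratio change of at least 30% with cell ATP level not reduced by more than half and red fluorescence within 50% of control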; further: strong numbers were not always called active
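Test system: HT1080 RFP-PRO-GFP cells; Benchmarks: DMSO and RFP-L50D-GFP cell wells; Timing: cells overnight before dosing, compound overnight, 37 °C, 5% CO2; Compound: one 20 µM compound dose with 1% DMSO; Read-out: GFP/RFP fluorescence ratio.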
* marks the source's active call; other numbers are inactive results; i = inactive; nt = no result given.

SMILES	NRP1-CendR mod	Neddyl block	MLLE-PAM2 inh	SKN-1 inh	Rin1 Abl inh	FAS-TE inh	MsrA act	E coli Lon inh	MT1-MMP act inh
O=C(c1ccc(F)cc1)C1CCN(C(=S)Nc2ccccc2)CC1	11	i	-106	10	1	6	-2	-13	4
FC(F)(F)c1cccnc1-n1cncn1	2	i	1	2	1	-7	-1	1	1
CS(=O)(=O)N(CC(=O)NCc1cccnc1)Cc1ccc(Cl)cc1	-4	i	18	7	-1	-6	-4	-3	1
C=CCn1sc(N)c(C(=O)OCC)c1=S	8	i	12	12	-5	-1	-2	10	9
Cc1cc(N2CCOCC2)nc(SCc2c(Cl)cccc2Cl)n1	-7	i	-2	4	1	16	-3	-9	2
COc1cc(CO)c(Br)cc1OCC(=O)Nc1ccccc1C	5	i	3	-4	2	-10	-7	-8	5
COc1ccccc1N1CCN(S(=O)(=O)c2ccc3c(c2)NC(=O)C(C)S3)CC1 (centres undefined)	-3	i	11	10	2	12	0	-6	-1
Cc1cc(NC(=O)C2CCCC2)nc2c1c(=O)oc1ccccc12	-10	i	-15	18	-1	14	-3	2	-1
CCOc1ccc(C(=O)Nc2cc(-c3nc4ccccc4[nH]3)ccc2Cl)cc1[N+](=O)[O-]	-6	i	-110	6	0	20	-2	-10	-11
COc1ccc(C(=O)N/C(=C/c2cccs2)c2nc3ccccc3[nH]2)cc1OC	-2	i	4	1	-6	-4	-5	-9	-1
COc1ccccc1NS(=O)(=O)c1cc(N)ccc1N1CCCCC1	6	i	18	10	2	15	1	1	2
COc1ccc(CN2CCNC(=O)C2CC(=O)NCc2cn3ccc(C)cc3n2)c(OC)c1 (centres undefined)	1	i	0	-3	0	-10	-8	-2	1
Cc1nc2c(C(=O)NCCc3ccccc3)c[nH]n2c(=O)c1Cl	-7	i	5	6	-2	-3	1	-5	4
O=C1NC2CCc3nc4ccccc4c(=O)n3C2=Nc2ccccc21 (centres undefined)	4	i	9	11	-3	-5	0	-4	-3
CC(C)C(NC(=O)C1CCC(C(C)(C)C)CC1)C(=O)NCCCN1CCCCC1 (centres undefined)	9	i	9	5	-2	1	-2	3	-2
O=C(O)CC(Cn1cnnn1)c1ccccc1 (centres undefined)	-11	i	-2	22	0	0	-1	-2	0
O=C(N/N=C/C=C/c1ccccc1[N+](=O)[O-])c1cccs1	-17	i	-17	-7	-3	1	-4	-4	2
Cc1c(NC(=O)c2ccc([N+](=O)[O-])o2)cccc1-c1nc2ncccc2o1	5	i	-9	-2	-3	0	0	-9	-7
Fc1ccc(-c2nc3ccncc3[nH]2)cc1	-2	i	-9	2	-1	-40	-1	7	-3
Cc1cc(C)n2c(=O)c3ccc(Cl)cc3nc2c1C#N	-19	i	5	7	2	49	-2	0	-2
O=c1/c(=C\c2cccnc2)sc2nc3ccccc3n12	-8	i	-27	8	5	-10	-4	-4	-2
CC(NC(=O)c1cc(-c2ccncc2)nc2ccc(Br)cc12)C1CCCO1 (centres undefined)	-5	i	-1	10	-8	0	-4	4	3
CSc1cccc(NC(=O)C(C)C)c1	9	i	6	9	5	-2	-6	-2	-8
C/C(=N/OC(=O)CC(C)C)c1cc(-c2ccc(Cl)cc2)no1	10	i	-10	2	2	3	-5	-4	-1
CCC(C)(C)C1CCC(=NNC(=S)Nc2ccccc2)CC1 (centres undefined)	6	i	25	-11	0	22	0	-3	0

(continued)
SMILES	NRP1-CendR mod	Neddyl block	MLLE-PAM2 inh	SKN-1 inh	Rin1 Abl inh	FAS-TE inh	MsrA act	E coli Lon inh	MT1-MMP act inh
Cc1c(Cl)cccc1-c1ccc(/C=N/n2cnnc2)o1	-7	i	9	1	0	18	-3	-1	2
Cc1cc(=O)c(C(=O)c2ccccc2)c(C)o1	-2	i	0	-2	3	-8	0	14	2
CC(C)CN(CC(C)C)C(=O)c1cccc(S(=O)(=O)N2CCc3ccccc32)c1	4	i	-5	11	1	20	-1	2	-6
C[C@H]1O[C@@H](O[C@H]2CC[C@@]3(C)C(CC[C@]4(C)C3C=C[C@]35OC[C@@]6(CCC(C)(C)C[C@H]63)[C@@H](O)C[C@]54C)[C@]2(C)CO)[C@H](O)[C@@H](O[C@@H]2O[C@H](CO)[C@@H](O)[C@H](O)[C@H]2O)[C@H]1O (some centres undefined)	-13	i	5	0	2	0	3	0	1
CC(C)(O)C(=O)NNC(=S)NCc1ccco1	7	i	-1	-4	2	-3	-3	1	1
O=C(O)c1ccc(N/N=C/c2cccc(F)c2)cc1	-11	i	-4	5	-1	-6	-2	-4	0
Cc1ccc(C(C(=O)NCc2ccco2)N(C(=O)Cc2cccs2)c2cccnc2)cc1 (centres undefined)	-1	i	-4	0	3	1	-2	-3	0
Cc1c(NC(=O)COc2ccccc2Cl)c(=O)n(-c2ccccc2)n1C	6	i	3	6	1	-5	-2	-7	-1
COc1ccc(C(=O)OC(C)C(=O)NC2CCCC2)cc1S(=O)(=O)N1CCOCC1 (centres undefined)	7	i	0	23	0	-9	2	4	-2
O=C(Nc1ccccc1[N+](=O)[O-])C1=C(O)CCn2c1nc1ccccc12	-25	i	-3	-12	-3	0	-12	-15	-3
OCCC1CN(Cc2cccn2-c2cccnc2)CCN1Cc1ccccc1 (centres undefined)	-8	i	17	1	-2	-4	-1	11	-5
Cc1c(C(=O)OC(C)C)sc(NC(=O)c2cccnc2)c1C#N	-53	i	-31	-5	1	2	-1	-21	-13
COc1ccc(N(C(C)C(=O)N/N=C(\C)C(C)(C)C)S(C)(=O)=O)cc1 (centres undefined)	6	i	-3	-2	0	-4	0	-2	0
CC(C)C(=O)N=C1NC(=O)CS1	17	i	36	-6	3	-8	-2	-3	2
CC(C)[C@@H]1Cc2[nH]n(C)c(=O)c2[C@H](c2ccc(Cl)cc2)O1	-20	i	nt	12	nt	-2	-3	-6	11
Cc1onc(C(=O)N2CCC(C(N)=O)CC2)c1-c1ccccc1Cl	5	i	-8	-12	-4	-3	-4	-6	2
COc1nnc(OC)c2ccccc12	11	i	5	18	-2	-8	-3	-9	-1
Cc1ccc(N/C(CSC(N)=O)=N\S(=O)(=O)c2ccc(C)cc2)cc1	7	i	11	-3	-1	-1	0	-1	2
CC(OC(=O)CSCC(=O)Nc1ccc(Cl)cc1)C(=O)N(C)Cc1ccccc1 (centres undefined)	10	i	2	4	2	4	-2	-2	0
C=CCC1(CC=C)CC(Cc2cnccn2)N(C(=O)OC(C)(C)C)C1 (centres undefined)	8	i	-18	13	2	5	-8	-4	3
O=C(NCc1ccc2c(c1)OCO2)c1ccco1	9	i	4	3	3	-2	-2	6	-2
Cc1cccnc1NC1(C(F)(F)F)N=C(c2ccccc2)NC1=O (centres undefined)	-10	i	1	5	-3	-5	-2	-5	6
O=C1NC[C@H](CCCCN2C[C@@H](Cc3ccccc3)N(CC3CCCCC3)C(=O)C2=O)N(CCC2CCCCC2)C1=O	7	i	nt	9	nt	20	0	4	6
CCS(=O)(=O)N1CCC(C(=O)NCCN2CCN(Cc3ccccc3)CC2)CC1	7	i	-16	2	1	-10	-4	-3	1
CCc1c(C)sc(NC(=O)CC#N)c1C#N	-42	i	-16	13	-1	-8	-11	-31	-27

Gathered by group, the entries above with two or more sulfur atoms (three)
SMILES	NRP1-CendR mod	Neddyl block	MLLE-PAM2 inh	SKN-1 inh	Rin1 Abl inh	FAS-TE inh	MsrA act	E coli Lon inh	MT1-MMP act inh
C=CCn1sc(N)c(C(=O)OCC)c1=S	8	i	12	12	-5	-1	-2	10	9
COc1ccccc1N1CCN(S(=O)(=O)c2ccc3c(c2)NC(=O)C(C)S3)CC1 (centres undefined)	-3	i	11	10	2	12	0	-6	-1
Cc1ccc(N/C(CSC(N)=O)=N\S(=O)(=O)c2ccc(C)cc2)cc1	7	i	11	-3	-1	-1	0	-1	2

The listing continues.
SMILES	NRP1-CendR mod	Neddyl block	MLLE-PAM2 inh	SKN-1 inh	Rin1 Abl inh	FAS-TE inh	MsrA act	E coli Lon inh	MT1-MMP act inh
Cc1ccc(C(c2sc3ncnn3c2O)N2CCC(C)CC2)cc1 (centres undefined)	-4	i	-5	4	2	-40	-1	-1	-4
O=[N+]([O-])c1cc(/C=N/N2CCOCC2)cs1	-7	i	6	2	3	-6	2	-3	-1
O=C(NNC(=O)C1CCN(Cc2ccccc2)CC1)c1cccs1	10	i	-4	-3	0	-3	0	-7	2
CCc1ccc(C2C(C#N)=C(N)C(C#N)(C#N)C3=CCC(C(C)(C)C)CC32)cc1 (centres undefined)	-6	i	48	0	1	45	-1	26*	-48
COc1ccc(CC(=O)N(C)CC(=O)Nc2ccc(F)cc2)cc1S(=O)(=O)N1CCOCC1	4	i	5	3	1	-3	-4	7	-2
CCN(CC)C(=O)CSc1nc2ccc(NC(=O)CSc3nnc(N)s3)cc2s1	-6	i	0	-4	0	-1	-7	1	2
COc1ccc(S(=O)(=O)N2Cc3ccccc3CC2C(=O)N2CCOCC2)cc1 (centres undefined)	-5	i	11	10	-1	-4	-2	-9	-1
CCOC(=O)C1=NN(C(C)=O)C2(CC(=O)N(c3cccc(C)c3)C2=O)C1 (centres undefined)	3	i	-1	-17	-1	-13	-3	6	0
CCN(CC)CCCNC(=O)CCn1nc(-c2ccccc2)ccc1=O	-3	i	7	12	0	-7	-3	11	-2
CC(=O)c1c(C)[nH]c(C(=O)N2CCCCCC2)c1C	-5	i	4	34	1	-7	-2	-6	0
CCCc1nnc(NC(=O)OCC)s1	2	i	2	-3	-1	-4	1	-5	1
COc1nccnc1NS(=O)(=O)c1ccc(NC(=O)c2cccc(C)c2)cc1	-6	i	9	10	1	-9	-10	-4	0
Cc1cc(=O)[nH]c(SCC(=O)c2ccccc2)c1C#N	-16	i	-66	4	1	-5	-1	-43	3
CC12CCC(C(NC(=S)NN)C1=O)C2(C)C (centres undefined)	12	i	-64	-1	-1	-5	-1	-6	1
CCOc1ccccc1N1CC(C(=O)N2CCN(Cc3ccc(C#N)cc3)CC2)CC1=O (centres undefined)	18	i	0	16	4	-8	-1	-11	-4
CC(=O)Nc1cccc(N=NN2CCOCC2)c1	3	i	13	9	0	-4	-3	1	4
COc1cc(N2N=C(c3ccccc3)CC2c2ccccc2)c(C=O)cc1C=O (centres undefined)	-3	i	-2	-3	3	12	-12	6	-6
COc1ccc(C2c3ccsc3CCN2C(=O)NC(C)(C)C)cc1 (centres undefined)	-3	i	6	-14	1	8	-3	5	-1
O=C(NN1C(=O)C2C3C=CC([C@@H]2C1=O)C31CC1)c1ccccc1 (some centres undefined)	-1	i	7	3	-1	-3	-2	5	-1
COC(=O)C[C@H]1C=C[C@@H](NS(=O)(=O)c2ccccc2)[C@@H](CO)O1	9	i	nt	0	nt	nt	nt	nt	1
CCc1ccc(Cn2nnc(C(=O)Nc3cccc(C)c3)c2N)cc1	2	i	3	-1	-3	-7	-1	-7	-1
CN(c1ccccc1C(=O)N1CCN(c2cccc(Cl)c2)CC1)S(C)(=O)=O	3	i	8	5	-1	-3	-4	7	5
O=C(CN1CCN(S(=O)(=O)c2ccccc2F)CC1)NC1CCCC1	6	i	4	-6	4	2	-5	-5	2
COc1ccc(-c2nnn(CC(=O)N(Cc3ccc(F)cc3)C(C(=O)NC3CCCC3)c3ccc(F)cc3)n2)cc1 (centres undefined)	0	i	-9	3	-2	2	-2	-4	-2

Structural class, those above containing a CF3 group
SMILES	NRP1-CendR mod	Neddyl block	MLLE-PAM2 inh	SKN-1 inh	Rin1 Abl inh	FAS-TE inh	MsrA act	E coli Lon inh	MT1-MMP act inh
FC(F)(F)c1cccnc1-n1cncn1	2	i	1	2	1	-7	-1	1	1
Cc1cccnc1NC1(C(F)(F)F)N=C(c2ccccc2)NC1=O (centres undefined)	-10	i	1	5	-3	-5	-2	-5	6

Random draw from the library, and some 4% of all compounds hit somewhere here.
